KCNQ2 block – KCNQ2 channel blockers in CHO-K1 cells – cell-based, FluxOR thallium flux, B-score, primary screen (AID 2156). O88943. 310,000 compounds, 1.1% hits. B-score at 10 µM. 20 min; stronger effect = lower value;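 active means fluorescence ratio B-score at most minus 3 library SDs, with starting brightness B-score within 2 library SDs, cut at about -5.5 in these data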
Target sequence (O88943 whole entry, looked up): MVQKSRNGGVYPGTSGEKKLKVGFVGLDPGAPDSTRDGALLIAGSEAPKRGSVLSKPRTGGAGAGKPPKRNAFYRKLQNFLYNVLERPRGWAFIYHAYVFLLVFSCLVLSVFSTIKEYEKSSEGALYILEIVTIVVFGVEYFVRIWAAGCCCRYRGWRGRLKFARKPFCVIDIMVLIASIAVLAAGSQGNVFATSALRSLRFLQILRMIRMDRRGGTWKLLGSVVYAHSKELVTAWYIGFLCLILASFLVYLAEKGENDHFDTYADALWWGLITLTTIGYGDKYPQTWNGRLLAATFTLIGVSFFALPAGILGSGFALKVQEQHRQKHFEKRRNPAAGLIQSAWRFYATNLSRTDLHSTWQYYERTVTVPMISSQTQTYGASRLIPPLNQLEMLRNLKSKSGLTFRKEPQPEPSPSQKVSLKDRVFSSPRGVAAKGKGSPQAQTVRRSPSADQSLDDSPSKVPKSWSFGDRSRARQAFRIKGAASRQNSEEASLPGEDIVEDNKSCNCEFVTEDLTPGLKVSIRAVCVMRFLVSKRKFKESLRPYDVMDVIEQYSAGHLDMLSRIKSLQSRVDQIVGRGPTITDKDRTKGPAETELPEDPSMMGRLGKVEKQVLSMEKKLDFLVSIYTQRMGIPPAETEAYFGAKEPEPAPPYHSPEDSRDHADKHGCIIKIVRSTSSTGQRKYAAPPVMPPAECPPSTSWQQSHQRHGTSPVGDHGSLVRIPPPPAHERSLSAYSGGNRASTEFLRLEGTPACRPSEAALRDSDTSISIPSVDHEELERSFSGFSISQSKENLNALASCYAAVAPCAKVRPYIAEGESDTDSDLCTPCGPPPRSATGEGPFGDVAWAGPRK
Kir21 inh – Kir2.1 (mouse) channel inhibition; HEK293-Kir2.1, FluxOR thallium flux fluorescence; stronger effect = lower value; P35561; 310,000 compounds, 0.85% hits; B-score at 10 µM;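 active means fluorescence ratio B-score at or below minus 3 SD of library scores, with starting-brightness B-score within 2 SD, cut at about -4.2 in these data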;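 further: channel flux triggered by added potassium and thallium sulfate stimulus; B-score of peak minus minimum fluorescence over baseline after thallium stimulus; more negative B-score means stronger Kir2.1 block with less thallium influx; some compounds called inactive have numbers as strong as hits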
* marks the source's active call; other numbers are inactive results; i = inactive.

SMILES	KCNQ2 block	Kir21 inh
COc1ccc(OC)c(CNC(=O)C(C)n2nc(C)c3c(C)n(-c4ccccc4)nc3c2=O)c1 (stereo unspecified)	i	1.3
COc1ccc(Cl)c(NC(=O)C/C(C)=N/NC(=O)CCc2ccccc2)c1	i	-1.1
Cn1c(NC(=O)c2ccccc2)cc(=O)n(C)c1=O	i	-0.82
Cc1ccc(NC(=O)C/C(N)=N/O)cc1Cl	i	1.1
Cc1ccc(N2CCN(C3=NC(=O)/C(=C\c4cn[nH]c4-c4ccccc4)S3)CC2)cc1	i	0.39
CCN(c1ccccc1)S(=O)(=O)c1ccc(Cl)c(NC(=O)COC(=O)c2cccc(OC)c2O)c1	i	0.04
Cc1cccc(C(=O)Nc2ccc3c(c2)C(=O)N(CC(C)C)C3=O)c1	i	-1.5
CCCCNC(=O)CCn1c(=O)c2ccccc2n(Cc2ccccc2C)c1=O	i	0.7
CCN1C(=O)/C(=C/C=C2\N(CC)c3cc(S(=O)(=O)N(C)C)ccc3N2c2ccccc2)SC1=S	i	-1.5
Clc1ccc2c(c1)CNc1c(ncnc1N1CCOCC1)O2	i	0.69
CCOc1ccc2nc(NC(=O)CSc3ccccc3)sc2c1	i	-1.1
O=C(CSc1nnc(Cn2nnc(-c3ccccc3)n2)n1-c1ccccc1)Nc1ccccc1	i	-0.19
CCOC(=O)c1c(C)n(CCOc2ccccc2)c2ccc(O)cc12	i	-1.1
Cc1cccc(N(C(=O)CNC(=O)c2ccco2)C(C(=O)NC2CCCC2)c2cccnc2)c1C (stereo unspecified)	i	1.3
N#Cc1nc(-c2ccco2)oc1NCc1ccccc1Cl	i	-0.19
O=C(Nc1nnc(CC(c2ccccc2)c2ccccc2)s1)c1ccco1	i	3.3
CS(=O)(=O)N(CC(=O)NCCSCc1ccccc1Cl)c1ccc(F)cc1	i	-0.97
CCOc1ccccc1NCc1nnc(-c2ccccc2)o1	i	-0.25
CCCCCCNC(=O)C(C#N)c1nc2ccccc2nc1N1CCOCC1 (stereo unspecified)	i	-0.67
CCNC(=S)N/N=C/c1ccccc1[N+](=O)[O-]	i	1
Cc1cccc(/C(N)=N/OC(=O)N2CCOCC2)c1	i	-0.17
COc1ccc(CN2CC(=O)N(c3ccccc3C)C2=S)cc1OC	i	-0.83
CCOC(=S)SCc1cn2ccc(C)cc2n1	i	-0.2
Cc1ccc(N(C(=O)c2snc(C(N)=O)c2N)C(C(=O)NC2CCCC2)c2ccncc2)cc1 (stereo unspecified)	i	-0.47
COc1ccccc1NS(=O)(=O)c1ccc(O)c(C(=O)OCC(=O)N2CCc3ccccc32)c1	i	-1
C/C(=N\NC(=O)c1cc(Br)ccc1O)c1cccc(NC(=O)c2ccccc2F)c1	i	0.15
Cc1sc2ncnc(OCC(=O)NC3CCS(=O)(=O)C3)c2c1C (stereo unspecified)	i	0.78
CC1CN(c2ccc(S(=O)(=O)N3CCCC3)cn2)CC(C)O1 (stereo unspecified)	i	0.46
CCOC(=O)c1ccc(NC(=S)N(CCCN2CCN(CC)CC2)Cc2cccs2)cc1	i	-1.6
CCCc1cc(=O)n2[nH]c(Cc3ccccc3)nc2n1	i	-0.35
COc1ccc(-c2csc(NC(=O)C3COc4ccccc4O3)n2)cc1OC (stereo unspecified)	i	0.01
COC(=O)N/N=C/c1cn(CCCOc2ccccc2)c2ccccc12	i	0.27
c1cncc(-c2nc(NCCCN3CCOCC3)c3c4c(sc3n2)CCC4)c1	i	-0.25
CC1CCN(S(=O)(=O)c2ccc(NC(=O)Cc3ccc(S(=O)(=O)N4CCOCC4)s3)cc2)CC1	i	2.8
C/C(=C\C(=O)c1ncc(C(F)(F)F)cc1Cl)N(C)C	i	-0.72
COc1ccc(CN(C2CCCC2)S(=O)(=O)c2ccc(-n3cnnn3)cc2)cc1OC	i	-1.1
CCOc1ccccc1C1C(C(=O)OC)=C(N)OC2=C1C(=O)CCC2 (stereo unspecified)	i	-1.2
Cc1cc(C)cc(N(CC(=O)NC2CCCC2)C(=O)CCC(=O)Nc2cc(C)ccn2)c1	i	-2.1
COc1ccc(OC)c(C(=O)CSc2nc3cccnc3n2C)c1	i	-0.5
CC(C)(C)n1nnnc1C(c1cccnc1)N1CCN(C(=O)c2ccco2)CC1 (stereo unspecified)	i	-1.9
COCc1ccc(C(=O)NC2CCCN(Cc3ccccc3F)C2)o1 (stereo unspecified)	i	0.62
Cc1nc(SC2CC(=O)N(c3ccccc3)C2=O)n[nH]1 (stereo unspecified)	i	-0.07
Cc1ccc(Nc2ccc(N3CCN(c4ccc([N+](=O)[O-])cc4)CC3)nn2)cc1	i	0.92
COc1cccc(-c2ccc(NC(=O)C3CCCN(Cc4cnc(C)n4C)C3)cc2)c1 (stereo unspecified)	i	-0.29
CCOC(=O)c1cc(C(=O)NC(C)c2ccccc2)c(C)[nH]c1=O (stereo unspecified)	i	-1.1
COc1cc(-c2ccccc2)nc2ccccc12	i	-1.6
O=C(OCC1CC(c2ccccc2)=NO1)c1ccco1 (stereo unspecified)	i	0.13
COc1ccc(Cl)cc1S(=O)(=O)N(C)CC(=O)N1CCCC1	i	0.06
COCCNc1nc2c(c(=O)[nH]c(=O)n2C)n1CCCc1ccccc1	i	-0.06
Cc1noc(C)c1S(=O)(=O)N1CCC(C(=O)NC2CCCc3ccccc32)CC1 (stereo unspecified)	i	0.65
Cc1c(NC(=O)C(C)OC(=O)c2sc3ccccc3c2Cl)c(=O)n(-c2ccccc2)n1C (stereo unspecified)	i	1.7
O=C(NCC(c1ccco1)N1CCN(c2ccc(F)cc2)CC1)c1ccc2c(c1)OCO2 (stereo unspecified)	i	1.1
CNC(=S)N(CCc1c(C)[nH]c2ccc(F)cc12)Cc1ccco1	i	-1.2
C/C(=N\NC(=O)CN1CCCCC1)c1ccccc1O	i	0.86
Cc1csc2c(=O)n(CCO)c(=O)[nH]c12	i	-0.52
CCCCCc1c(O)nc(SCCN2CCOCC2)[nH]c1=O	i	-1.9
CN(Cc1ccccc1)S(=O)(=O)c1ccc(NC(=S)NC(=O)C(C)(C)C)cc1	i	-0.61
COc1cc(SC)ccc1C(=O)Nc1ccc(S(=O)(=O)N2CCCC2)cc1	i	0.25
CC(=O)N1CCc2c(sc(NC(=O)c3ccc4c(c3)OCCO4)c2C#N)C1	i	-1.3
O=C(NCCc1ccccc1)C1CCCN1S(=O)(=O)c1ccc(Cl)cc1 (stereo unspecified)	i	2
Further compounds follow:
SMILES	KCNQ2 block	Kir21 inh
CCNC(=O)COC(=O)/C=C/c1c(C)nn(Cc2cccc(OC)c2)c1Cl	i	-2.6
Cc1ccc(S(=O)(=O)N2CCN(C(=S)NCC3CCCO3)CC2)cc1 (stereo unspecified)	i	-0.49
Cc1ccc(OCc2cc(C(=O)N3CCc4sccc4C3)no2)cc1C	i	-0.04
CC(=O)Oc1ccc(C(=O)NC(C)CCc2ccccc2)cc1 (stereo unspecified)	i	0.64
Nc1nnc(SC2CC(=O)N(c3ccccc3)C2=O)s1 (stereo unspecified)	i	-0.66
COc1ccc(-c2nc(NC(=O)CCNC(=O)c3ccco3)sc2C)cc1	i	-0.18
CCc1nnc(NC(=O)CSc2nc3c(cc2C#N)CCCC3)s1	i	2.4
COC(=O)C1C(c2ccc(OC)c(OC)c2)NC(c2ccc(OC)c(OC)c2)C(C(=O)OC)S1(=O)=O (stereo unspecified)	i	0.25
CCC(C(=O)N1CCOCC1)n1nc(C)c2sc3ccccc3c2c1=O (stereo unspecified)	i	-1.2
Cc1ccc(-n2nnnc2SCC(=O)N2CCCCC2)cc1	i	-0.01
Cc1ccc(-c2cc(Cc3ccncc3)c(=O)[nH]n2)cc1	i	1.5
CCS(=O)(=O)c1ccc(O)c(NC(=O)COc2ccccc2)c1	i	1.1
Cc1nn2c(NCCCN3CCOCC3)c3c(nc2c1-c1ccccc1)CCC3	i	0.75
COc1ccc(CC(=O)Nc2ccc3c(c2)CCC3)cc1	i	0.71
CCc1cc(C(=O)N/N=C/c2ccc(O)cc2O)c2ccccc2n1	i	0.69
Fc1cccc(/C=N/Nc2ccc3ccccc3n2)c1	i	-0.85
O=C(CSc1ccc(-c2cccs2)nn1)c1cccs1	i	-0.84
O=C(/C=C/c1ccco1)Nc1nc(-c2ccc(F)c(F)c2)cs1	i	-0.49
COc1cc(C(=O)Nc2nc(-c3ccc(Cl)cc3)c(C)s2)ccc1OCC(=O)Nc1ccc(F)cc1	i	0.2
CCOc1ccccc1N(CC(=O)NC1CCCC1)C(=O)CCCC(=O)Nc1ccccn1	i	0.03
O=C(NC(=S)NNC(=O)c1cccs1)c1ccc(Br)o1	i	-0.54
O=C(NC1(c2ccccc2)CC1)C1CCC(=O)N(Cc2ccc(Cl)cc2)C1 (stereo unspecified)	i	-0.28
c1ccc2nc3c(nc2c1)OCC1CCCCN31 (stereo unspecified)	i	0.15
CC(C)(C)c1ccc(C(=O)/C=C2\NC(=O)CS2)cc1	i	-0.95
O=C(CCSc1nnc(-c2ccncc2)o1)Nc1ccccc1Cl	i	-1.1
O=C(Nc1ccccc1)c1cccc(N2CCCC2=O)c1	i	-1.3
Cn1cc(S(=O)(=O)N2CCN(Cc3ccccc3)CC2)c(=O)n(C)c1=O	i	0.03
Cc1ccccc1-c1nc(CS(=O)(=O)CC(=O)NCc2ccccc2)c(C)o1	i	0.91
Cc1cc(OCC(=O)NCc2cccnc2)c2c(C)cc(=O)oc2c1	i	-0.15
CCn1c(CC(=O)Nc2ccccc2)nnc1SCc1nc2ccccc2c(=O)[nH]1	i	-0.65
Cc1ccc(S(=O)(=O)Oc2ccccc2/C=C2\SC(=O)NC2=O)cc1	i	1.5
OCCOCCn1c(C(CO)Nc2nc(-c3ccccc3Br)cs2)nc2ccccc21 (stereo unspecified)	i	1.1
O=C(COC(=O)/C=C/c1cccs1)Nc1cccc(S(=O)(=O)N2CCCC2)c1	i	0.04
COc1cc(C2C(C(=O)c3cccs3)=C(O)C(=O)N2CCN2CCOCC2)ccc1OCCC(C)C (stereo unspecified)	i	-0.56
O=C(CSc1ccc(-c2ccco2)nn1)N1CCCCC1	i	-0.04
CC1(C)CC(C#N)(N2CCOCC2)CCO1 (stereo unspecified)	i	3.8
CCCCN(C(=O)Cc1ccc(S(=O)(=O)N2CCOCC2)s1)c1ccccc1	i	-0.4
CC(C)c1ccc(N2C(=O)CC(Sc3ncccn3)C2=O)cc1 (stereo unspecified)	i	0.93
CN(C)c1nc(N)nc(CSc2nc3cc(Cl)ccc3o2)n1	i	0.02
Cc1ccc2nc(SCC(=O)Nc3cc(C(C)(C)C)nn3-c3ccccc3)[nH]c2c1	i	0.73
CCCNC(C)C(=O)Nc1ccccc1C (stereo unspecified)	i	0.54
CCN1CCN(Cc2c(C(=O)N/N=C(\C)c3ccc(Cl)cc3)nnn2-c2nonc2N)CC1	i	0.49
CCc1ccc(N=c2c([N+](=O)[O-])nn(-c3ccccc3)n2O)cc1	i	0.12
Cc1ccc(-c2c(C(=O)NNC(=S)NCC3CCCO3)csc2C)cc1 (stereo unspecified)	i	-1.9
CNC(=O)CSc1nnc(C(C)C)n1C	i	1.7
O=C(NCCCN1CCCC1=O)c1ccccc1NS(=O)(=O)c1ccc(Br)cc1	i	0.11
O=C(Nc1ccccc1)c1ccc(CSc2ccccn2)cc1	i	1.4
COC(=O)c1sccc1NC(=O)Nc1ccc(C)cc1	i	0.03
CC(C)c1ccc(N2C(=O)CSC23C(=O)N2CCCc4cccc3c42)cc1 (stereo unspecified)	i	-0.5
Cc1ccc(C(=O)CNc2ccccc2C)cc1	i	-1.7
Cc1ccc(S(=O)(=O)Nc2cccc(-c3ccc(N4CCCCCC4)nn3)c2)cc1C	i	0.77
Cc1ccccc1Oc1ncnc(N)c1[N+](=O)[O-]	i	0.03
CN(C)C(=S)NC(C)(C)C	i	-0.01
CCOC(=O)/C(N=Nc1ccc2c(c1)OCO2)=C(\C)O	i	1.5
COc1ccc(C(C(=O)NC2CCCC2)N(C(=O)c2ccco2)c2cccc(C(C)=O)c2)cc1OC (stereo unspecified)	i	-1.2
CCCc1nnc(NC(=O)CCC(=O)N2CCN(Cc3ccc(OC)c(F)c3)CC2)s1	i	1.3
CCn1ncc(CN2CCCC(C(=O)Nc3cccc(-c4cc5ccccc5[nH]4)c3)C2)c1C (stereo unspecified)	i	-0.93
COc1ccc(-n2c(=O)cc(N3CCN(c4ccccc4)CC3)[nH]c2=O)cc1	i	0.45
O=C(C1CCN(Cc2ccccc2O)CC1)N1CCN(Cc2ccc3c(c2)OCO3)CC1	i	-2
